High-throughput results: PubChem BioAssay, several laboratories
Rtt109 HAT inh = C. albicans Rtt109 histone acetyltransferase inhibition. purified Rtt109/Vps75, ThioGlo CoA-SH fluorescence, 4 h. inhibition, % at 34.9 µM. AID 540336. Q5AAJ8. actives 0.16% (n = 330,000);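 active = inhibition of at least 50% in every replicate; inconclusive = best replicate reaches 50% inhibition but some replicates fall short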
RTF Ca sens act = increases calcium sensitivity of human cardiac regulated thin filaments; actives 0.24% (n = 340,000); IANBD-labeled TnC RTF fluorescence at EC20 calcium; 0% EC20 calcium, 100% full calcium; activation, % at 7.2 µM; AID 493008;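 active = activation above the mean over all tested compounds plus 3 SD, cut at about 30% in these data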;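 also: rise in fluorescence read as greater calcium sensitivity of cardiac thin filaments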
SR-BI DiI inh = blocks mouse SR-BI lipid uptake from DiI-HDL. Q61009. ldlA[mSR-BI] CHO cells, DiI-HDL uptake fluorescence, 3 h. inhibition, % at 12.5 µM. actives 0.96% (n = 320,000). AID 488896;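 active = mean replicate inhibition of at least 70% and a set share of replicates each scoring 70 or more; inconclusive = meets just one of the two criteria; inactive = fails both criteria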;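 also: 0% = median of neutral control wells and 100% = median of positive control wells; values of inactives mirror those of a sister screen read the other way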
Wnt bcat act = activators of Wnt/beta-catenin signaling; Wnt/beta-catenin reporter cell assay, activator, plate reader; activation, % at 9.35 µM; actives 1.2% (n = 300,000); in the data active = activation above about 30%, passing the limit was not always enough; inconclusive = no clear call, values can overlap the other calls;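 also: 0% = neutral control wells and 100% = positive control wells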
MITF act = MITF TRPM1 promoter activation in melanoma cells. actives 0.75% (n = 300,000). activation, % at 12.5 µM. AID 588334. SK-MEL-5 TRPM1-promoter luciferase, 24 h; % of positive control, neutral wells = 0;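 active = mean activation of at least 80% with every replicate also reaching 80%; inconclusive = mean reaches 80% but some replicate falls short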;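 also: 0% = neutral control wells and 100% = parthenolide positive control wells; values of inactives mirror those of a sister screen read the other way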
CDK5 inh = inhibitors of human CDK5/p35 kinase; Recombinant CDK5/p35, ADP-Glo luminescence, 60 min; inhibition, % at 10 µM; actives 0.01% (n = 330,000); AID 488839;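 active = highest replicate inhibition of at least 50% and at least 75% of replicates reaching 50%; inconclusive = only one of the two criteria met; inactive = both criteria failed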;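 also: plate controls were DMSO neutral control for no effect and GW8510 at 10 µM for full effect; many of its hits are not listed in these tables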
Target sequence (Q00535 whole entry, looked up): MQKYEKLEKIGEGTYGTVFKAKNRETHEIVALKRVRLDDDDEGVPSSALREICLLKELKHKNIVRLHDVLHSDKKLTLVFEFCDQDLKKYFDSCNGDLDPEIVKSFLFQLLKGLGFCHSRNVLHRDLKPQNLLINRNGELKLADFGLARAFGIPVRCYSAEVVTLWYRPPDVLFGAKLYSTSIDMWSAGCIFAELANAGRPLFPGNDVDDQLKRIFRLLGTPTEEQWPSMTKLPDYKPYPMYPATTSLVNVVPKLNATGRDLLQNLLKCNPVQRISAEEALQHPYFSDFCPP
Target sequence (Q15078 whole entry, looked up): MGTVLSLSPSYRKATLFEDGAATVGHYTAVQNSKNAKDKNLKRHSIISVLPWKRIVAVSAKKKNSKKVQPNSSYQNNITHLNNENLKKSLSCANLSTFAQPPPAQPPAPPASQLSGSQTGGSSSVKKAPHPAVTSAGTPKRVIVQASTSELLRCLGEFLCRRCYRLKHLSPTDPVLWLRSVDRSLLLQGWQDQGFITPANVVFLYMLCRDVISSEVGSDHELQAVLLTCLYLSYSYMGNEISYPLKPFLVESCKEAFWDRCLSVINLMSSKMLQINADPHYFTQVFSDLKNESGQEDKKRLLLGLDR
HTR5A ag = counter-screen for OPRM1-OPRD1 agonists: human HTR5A agonism; actives 0.61% (n = 340,000); activation, % at 9.3 µM; AID 504692; HTR5A agonist assay, luminescence, cell-based; in the data active = activation mostly above about 9.5%, no sharp cut-off; inactive = mostly below about 7.6%;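 also: 0% = cells with vehicle only and 100% = reference agonist; strong numbers were not always called active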
PvdQ inh = blocks Pseudomonas aeruginosa PvdQ acylase activity; purified PvdQ acylase, fluorescence plate reader; inhibition, % at 10 µM; actives 0.063% (n = 340,000); AID 488965; in the data active = inhibition above about 30%, passing the limit was not always enough; inconclusive = no clear call, values can overlap the other calls;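 also: 0% = vehicle neutral wells and 100% = reference inhibitor wells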
SR-BI uptake up = SR-BI HDL lipid transfer activation. CHO ldlA[mSR-BI] cells, DiI-HDL uptake fluorescence, 3 h; 100 = double the neutral-control signal. activation, % at 12.5 µM. actives 0.096% (n = 320,000);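 active = mean replicate activation of at least 60% and every replicate at or above 60%; inconclusive = mean or all-replicate condition met, but not both; inactive = mean below 60% and not all replicates reaching 60%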;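 also: 0% = median plate neutral-control signal and 100% = twice that signal; values of inactives mirror those of a sister screen read the other way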
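system = CHO ldlA[mSR-BI] cells, LDL receptor-null, SR-BI overexpressing | medium = Ham's F12 with 0.5% BSA, HEPES 25 mM, pH 7.4 | probe or stimulus = DiI-HDL 10 µg/mL | compound dosing = single-point compound dose | incubation = compound exposure 3 h, 37 °C | technique = DiI fluorescence, bottom read | read-out = cell-associated DiI fluorescence as measure of HDL uptake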
dFosB act = mouse delta FosB homodimer activation | P13346 | purified delta FosB, TAMRA-CDK5 oligo fluorescence polarization; percent of positive-control signal above neutral wells | activation, % at 25 µM | actives 0.99% (n = 340,000);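 active = mean activation above about 17%, with every replicate also reaching it, limit read from the data, passing the limit was not always enough; inconclusive = only one of the two conditions met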;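 also: fluorescence polarization rise as delta FosB binds a TAMRA Cdk5 AP-1 oligo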
Target sequence (P13346 whole entry, looked up): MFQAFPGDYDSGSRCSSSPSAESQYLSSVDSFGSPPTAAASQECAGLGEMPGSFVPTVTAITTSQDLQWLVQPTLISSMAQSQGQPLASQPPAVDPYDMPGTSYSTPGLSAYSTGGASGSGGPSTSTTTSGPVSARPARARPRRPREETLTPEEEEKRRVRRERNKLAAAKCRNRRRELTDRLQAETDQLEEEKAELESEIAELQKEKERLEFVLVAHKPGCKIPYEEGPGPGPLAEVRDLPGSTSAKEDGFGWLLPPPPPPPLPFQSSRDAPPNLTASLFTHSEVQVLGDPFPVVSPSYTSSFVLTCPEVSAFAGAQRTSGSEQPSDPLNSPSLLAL
Starred values were filed as active, the others as inactive; ? = inconclusive; / = not tested or not shown.

1) c1ccc2c(c1)nnn2Cc1nnc2sc(-c3ccc4c(c3)OCCO4)nn12
2) COc1ccc2nc(-c3ccc(F)cc3)sc2c1
3) CCOC(=O)c1cn2c(C)cccc2n1
4) COC(=O)c1cc(OC)ccc1-c1ccc(OC)cc1
5) CC(C)C[C@H]1CN([C@@H](Cc2ccc(O)cc2)CN2CCC[C@@H]2CN2C(=O)C(=O)NC[C@@H]2Cc2ccccc2)C(=O)C(=O)N1CC1CCCCCC1
6) COCc1nnc(NC(=O)c2ccc3c(c2)OCO3)s1
7) CSCCC(N=C(NS(=O)(=O)c1ccc(C)cc1)c1ccccc1)C(=O)O (stereo not drawn)
8) CCc1cccc(CC)c1NC(=O)COC(=O)C1(c2ccc(Cl)cc2)CCCC1
Compound	1	2	3	4	5	6	7	8
Rtt109 HAT inh	4	-6	-12	/	-7	-8	-4	-1
RTF Ca sens act	10	4	4	7	-8	3	-2	0
SR-BI DiI inh	-20	29	-34	30	-11	-3	/	5
Wnt bcat act	0	7	1	-1	-1	-3	-2	/
MITF act	7	-20	5	22	3	21	9	-5
CDK5 inh	-2.1	2.2	-0.6	-1.5	0.9	1.0	2.1	-1.6
HTR5A ag	5	-6	2	-2	-2	3	-1	5
PvdQ inh	-14	1	-6	-2	-6	1	-10	-10
SR-BI uptake up	20	-29	34	-30	11	3	/	-5
dFosB act	-10	-4	3	-4	-6	-2	1	-7

Two entries from above, tab-delimited:
No.	structure	Rtt109 HAT inh	RTF Ca sens act	SR-BI DiI inh	Wnt bcat act	MITF act	CDK5 inh	HTR5A ag	PvdQ inh	SR-BI uptake up	dFosB act
6	COCc1nnc(NC(=O)c2ccc3c(c2)OCO3)s1	-8	3	-3	-3	21	1.0	3	1	3	-2
7	CSCCC(N=C(NS(=O)(=O)c1ccc(C)cc1)c1ccccc1)C(=O)O (stereo not drawn)	-4	-2	/	-2	9	2.1	-1	-10	/	1

Next part
9) Cc1ccc2c(CN3C(=O)NC(C)(c4ccc5c(c4)OCO5)C3=O)cc(=O)oc2c1 (stereo not drawn)
10) NC(=O)CC(NC(=O)Cc1cccc2ccccc12)c1ccc(NCc2cc(F)ccc2F)c([N+](=O)[O-])c1 (stereo not drawn)
11) NC(=O)c1c(NC(=O)c2ccccc2)sc2c1CCc1ccccc1-2
12) CC(=O)N(C)c1ccc(NCc2cc(=O)oc3cc(C)c(O)cc23)cc1
13) O=C(N/N=C/c1cccc(C(F)(F)F)c1)c1ccc(O)cc1
14) N#CC1=C(N)N(c2ccc(Br)cc2)C2=C(C(=O)CCC2)C1c1cccnc1 (stereo not drawn)
15) O=C(Cc1ccccc1)N/N=C/c1ccc[nH]1
16) CCCCC(=O)Nc1cccc(-c2ccc3nncn3n2)c1
Compound	9	10	11	12	13	14	15	16
Rtt109 HAT inh	8	1	4	4	6	4	-7	-13
RTF Ca sens act	3	-3	0	-5	2	-1	-5	1
SR-BI DiI inh	10	3	37	/	19	12	-37	-1
Wnt bcat act	/	-3	/	1	-2	/	0	-1
MITF act	-6	8	35	-21	9	/	-1	7
CDK5 inh	4.5	-0.8	-0.2	-0.5	1.5	2.4	-0.2	0.9
HTR5A ag	-3	1	2	3	3	6	0	4
PvdQ inh	8	0	-6	-5	20	-18	-6	-8
SR-BI uptake up	-10	-3	-37	/	-19	-12	37	1
dFosB act	-11	-4	3	6	-10	-4	-7	-15

17) O=C(O)[C@H]1Cc2ccccc2CN1S(=O)(=O)c1ccc(F)cc1
18) CCC(=O)c1ccc(OCC(O)Cn2nc(C)cc2C)cc1 (stereo not drawn)
19) O=C(N/N=C/c1ccc([N+](=O)[O-])o1)c1cn(-c2ccccc2)nc1-c1ccc(Cl)cc1
20) CCOC(=O)N1CCN(S(=O)(=O)c2ccc(C(=O)N(CCN(C)C)c3nc4c(C)cccc4s3)cc2)CC1
21) Cc1oc(-c2ccccc2)nc1Cn1cccc1C1=NC(c2ccccc2)CO1 (stereo not drawn)
22) Cc1ccc2c(n1)sc1c(N)ncnc12
23) COc1ccc(NC(=O)c2ccc(-c3ccc(-c4noc(C)n4)cc3C)cc2)cc1N1CCN(C)CC1
24) Cn1cc(C(=O)N2CCN(c3ccccc3)CC2)c(=O)c2cc(S(=O)(=O)N3CCOCC3)ccc21
Compound	17	18	19	20	21	22	23	24
Rtt109 HAT inh	-3	-15	9	1	-2	11	-9	-4
RTF Ca sens act	-1	1	-3	3	-7	-7	1	6
SR-BI DiI inh	/	13	112*	-2	14	-9	/	5
Wnt bcat act	1	2	-7	-3	-3	/	1	0
MITF act	2	10	-11	1	-3	14	-57	-1
CDK5 inh	-0.3	0.1	0.6	0.3	-0.3	-1.2	-1.6	-2.4
HTR5A ag	2	5	5	0	0	8	7	-2
PvdQ inh	-3	-8	7	-12	-3	0	-9	-2
SR-BI uptake up	/	-13	-112	2	-14	9	/	-5
dFosB act	-1	1	11	-4	-13	-41	21*	-3

25) COc1cc(CNCC(C)C)cc(Br)c1OCC(=O)Nc1ccccc1
26) COc1ccc(OCC(N)=O)cc1
27) CCc1nnc(NS(=O)(=O)c2ccc(NC(=O)Nc3ccc(OC)cc3)cc2)s1
28) COC(=O)c1ccccc1COn1c(=O)c[n+]([O-])c2ccccc21
29) Cc1nn(-c2ncc(C(F)(F)F)cc2Cl)c(=O)n1-c1ccccc1Cl
30) COc1cc(-c2n[nH]c(=S)n2-c2cc(C(F)(F)F)ccc2Cl)cc(OC)c1OC
31) Cc1cccc(C)c1N(CC(=O)NCc1ccco1)C(=O)CNS(=O)(=O)c1ccc(F)cc1
32) COc1ccc(-c2cc(C(=O)N3CCN(c4ccccc4O)CC3)c3ccccc3n2)cc1OC
Compound	25	26	27	28	29	30	31	32
Rtt109 HAT inh	11	-2	9	-8	-2	10	-7	24
RTF Ca sens act	4	1	-5	4	-1	0	-2	-4
SR-BI DiI inh	-2	-28	-11	13	22	-2	/	55
Wnt bcat act	/	0	0	-6	-2	-3	-2	1
MITF act	/	-4	-6	4	12	-22	/	10
CDK5 inh	-2.4	-3.4	1.5	0.1	-0.6	-1.4	1.3	0.9
HTR5A ag	0	0	7	-1	2	1	2	0
PvdQ inh	-11	-10	12	-8	-13	-15	-14	-9
SR-BI uptake up	2	28	11	-13	-22	2	/	-55
dFosB act	-13	-2	-1	3	-7	-3	-9	-2

33) CC1=CC(=C(C#N)c2nc3ccccc3s2)C=C(C)N1CC1CCCO1 (stereo not drawn)
34) COc1ccc(Cc2nnc(SCC(=O)c3ccc4c(c3)OCO4)o2)cc1
35) Cc1c(NC(=O)CSc2nnc(-c3cccc(Cl)c3)o2)c(=O)n(-c2ccccc2)n1C
36) NC(=O)c1ccsc1NC(=O)COC(=O)c1cc(=O)[nH]c2ccccc12
37) COC(=O)Cn1c(C)c(/C=C/c2cc[n+](C)cc2)c2ccccc21
38) O=C(CN(Cc1ccccc1Cl)C(=O)c1csnn1)NCc1ccccc1
39) CC(C)N(CCNC(=O)C1CCC(=O)N1Cc1ccc(F)cc1)Cc1ccccc1 (stereo not drawn)
40) COc1ccc(CNC(=O)C2CCCN(S(=O)(=O)N3CC(C)CC(C)C3)C2)c(OC)c1 (stereo not drawn)
Compound	33	34	35	36	37	38	39	40
Rtt109 HAT inh	-9	-4	-2	-2	-4	-4	-5	3
RTF Ca sens act	7	2	-3	-1	64*	-6	7	-3
SR-BI DiI inh	88*	-125	8	-5	18	-12	-8	26
Wnt bcat act	12	1	/	-4	-2	-2	/	-5
MITF act	48	4	-9	0	-11	5	0	-5
CDK5 inh	-0.7	-1.4	0.9	-0.2	-0.1	0.3	-0.7	/
HTR5A ag	3	0	0	6	-1	0	0	-3
PvdQ inh	4	-9	7	-9	6	-6	-5	-16
SR-BI uptake up	-88	?	-8	5	-18	12	/	-26
dFosB act	-10	-8	-3	2	2	-1	-4	-10

41) CCCCn1c(N)c(N(CCOC)C(=O)CN2C(=O)C3CCCCC3C2=O)c(=O)[nH]c1=O (stereo not drawn)
42) O=C(Nc1ccccc1F)Oc1cccc(OC(=O)Nc2ccccc2F)c1
43) CCOP(=O)(OCC)C(Nc1ccc([N+](=O)[O-])cc1)c1ccc(Cl)cc1 (stereo not drawn)
44) CCCCC(C(=O)NC(C)c1ccccc1)C(=O)NC(C)c1ccccc1 (stereo not drawn)
45) CCOc1ccc(NC(=O)CN(C)C(=O)C2(c3ccccc3)CC2)cc1OCC
46) Cc1ccc(N2C(=O)CC(Sc3ccccc3C(=O)O)C2=O)c([N+](=O)[O-])c1 (stereo not drawn)
Compound	41	42	43	44	45	46
Rtt109 HAT inh	-2	2	-8	-1	-1	-6
RTF Ca sens act	0	-4	9	-1	-11	2
SR-BI DiI inh	-19	-26	18	-10	13	-33
Wnt bcat act	-3	17	-2	-2	1	-2
MITF act	0	21	-8	-5	6	-3
CDK5 inh	0.3	-0.2	-0.6	-0.7	2.8	-2.8
HTR5A ag	0	2	4	1	-4	1
PvdQ inh	-6	-6	-17	0	-19	-5
SR-BI uptake up	19	26	-18	10	-13	33
dFosB act	-5	1	-6	0	-1	1

Entries shown so far with a furan ring, fused or not:
19) O=C(N/N=C/c1ccc([N+](=O)[O-])o1)c1cn(-c2ccccc2)nc1-c1ccc(Cl)cc1
31) Cc1cccc(C)c1N(CC(=O)NCc1ccco1)C(=O)CNS(=O)(=O)c1ccc(F)cc1
Compound	19	31
Rtt109 HAT inh	9	-7
RTF Ca sens act	-3	-2
SR-BI DiI inh	112*	/
Wnt bcat act	-7	-2
MITF act	-11	/
CDK5 inh	0.6	1.3
HTR5A ag	5	2
PvdQ inh	7	-14
SR-BI uptake up	-112	/
dFosB act	11	-9

Hits appear at their usual frequency; about 4.4% have a hit in one of these screens.
